Bioassay records (PubChem BioAssay)
HEK293 viab: cell viability loss counter-screen. hit rate 0.12% among 150,000. AID 1671193. HEK-293-SNCA-luc viability, GF-AFC fluorescence, 24 h. Potency, µM (series often up to 57.1 µM), for the others: at the highest dose activity change, negative = cytotoxicity, usual class: cytotoxic;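 further: potency means the concentration at half of the fitted maximal effect; 0% = DMSO-treated cells and -100% = medium-only wells without cells; nearly all actives have a fitted effect of over 30% in size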
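Cytotoxicity counterscreen: after 24 h compound treatment of genome-edited SNCA-luciferase HEK-293 cells, live-cell protease substrate GF-AFC read by fluorescence after 30 min; activity scaled between DMSO (0%) and medium-only (-100%), curves Hill-fitted.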
3T3 cytotox: kills NIH 3T3 cells. NIH 3T3 viability, CellTiter-Glo ATP luminescence, 48-72 h. Potency, µM (series often up to 96.7 µM), for inactives: at the highest dose activity change, negative = cytotoxicity, most hits filed as inhibitors. hit rate 4.3% among 94,000; further: potency means the concentration at half of the fitted maximal effect; nearly all actives have a fitted effect of over 55% in size
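NIH 3T3 cells at 400 cells/well received 23 nL of compound by pintool and were incubated 48 or 72 h at 37 °C. Viability was read as ATP-coupled CellTiter-Glo luminescence.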
HEK293 tox: HEK 293 cell cytotoxicity; HEK 293 viability, ATP luminescence (CellTiter-Glo), 48-72 h; Potency, µM (highest dose often 115 µM), for inactives: at the top dose activity change, negative = cytotoxicity, most hits filed as inhibitors; hit rate 6.6% among 94,000; AID 1345083; further: potency means the concentration at half of the fitted maximal effect; nearly all actives have a fitted effect of over 60% in size
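qHTS cytotoxicity; HEK 293, 250 cells/well; compound pinned; 48 or 72 hr, 37 degree Celsius, 5% CO2, 95% humidity; CellTiter-Glo, 10 min RT; luminescence (ATP).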
SNCA expr inhib: SNCA gene expression inhibition; HEK-293 SNCA-luciferase knock-in, luminescence, 24 h; Potency, µM (top dose mostly 57.2 µM), for the others: at the top dose activity change, negative = inhibition, most hits filed as inhibitors; hit rate 0.17% among 140,000; AID 1671194;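 further: potency means the concentration at half of the fitted maximal effect; plate controls were DMSO cells for no effect and cell-free wells for full effect; nearly all actives have a fitted effect of over 45% in size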
Luciferase inh: blocks purified firefly luciferase enzyme activity | purified P. pyralis luciferase, luminescence, biochemical | Potency, µM (top dose mostly 115 µM), inactives show at the top dose activity change, negative = inhibition, usual class: inhibitors | hit rate 2.5% among 76,000; further: potency means the concentration at half of the fitted maximal effect; nearly all actives have a fitted effect of over 65% in size
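Cell-free enzyme assay, 10nM P. pyralis luciferase, luciferin and ATP each at 10uM. Inhibition profiled over a 6-point titration, read as luminescence.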
GPT2 inh: blocks human glutamate pyruvate transaminase 2; hit rate 0.25% among 100,000; Potency, µM (doses to about 57.7 µM), inactives show at the highest dose activity change, negative = inhibition, hits mostly inhibitors; Recombinant GPT2, coupled pyruvate oxidase/HRP Amplex Red fluorescence; Q8TD30; further: potency means the concentration at half of the fitted maximal effect; nearly all actives have a fitted effect of over 60% in size; many of its hits are not listed in these tables
Target sequence (Q8TD30 whole entry, looked up): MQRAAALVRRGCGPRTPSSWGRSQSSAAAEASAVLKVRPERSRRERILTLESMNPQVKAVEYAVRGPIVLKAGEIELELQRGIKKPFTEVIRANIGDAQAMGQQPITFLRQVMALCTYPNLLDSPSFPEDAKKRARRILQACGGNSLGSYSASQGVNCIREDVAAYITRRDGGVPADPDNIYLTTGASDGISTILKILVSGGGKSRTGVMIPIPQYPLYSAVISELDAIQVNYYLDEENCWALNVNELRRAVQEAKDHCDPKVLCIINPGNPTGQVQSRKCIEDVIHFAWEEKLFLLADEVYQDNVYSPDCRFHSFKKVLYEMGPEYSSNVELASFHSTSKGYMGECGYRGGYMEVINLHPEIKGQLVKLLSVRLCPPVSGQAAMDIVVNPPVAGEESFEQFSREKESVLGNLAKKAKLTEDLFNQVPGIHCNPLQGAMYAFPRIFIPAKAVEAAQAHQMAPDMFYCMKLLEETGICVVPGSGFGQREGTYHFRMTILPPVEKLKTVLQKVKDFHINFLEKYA
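Fluorescence of coupled pyruvate oxidase/HRP/Amplex Red system (50uM Amplex, 30 min, dark) reports pyruvate formed by GPT2. Enzyme reaction: 10ng/uL GPT2, 2mM L-alanine, 250uM a-KG, 30 min room temperature, pH 7.5; 50uM AOA control.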
IP6K1 inh: inhibitors of human IP6K1 | activity change, % (series mostly up to about 58 µM) | hit rate 0.81% among 140,000 | IP6K1 kinase, ADP-Glo luminescence, 2 h; stronger effect = lower value; in the data active means activity change below about -25%
Target sequence (Q92551 whole entry, looked up): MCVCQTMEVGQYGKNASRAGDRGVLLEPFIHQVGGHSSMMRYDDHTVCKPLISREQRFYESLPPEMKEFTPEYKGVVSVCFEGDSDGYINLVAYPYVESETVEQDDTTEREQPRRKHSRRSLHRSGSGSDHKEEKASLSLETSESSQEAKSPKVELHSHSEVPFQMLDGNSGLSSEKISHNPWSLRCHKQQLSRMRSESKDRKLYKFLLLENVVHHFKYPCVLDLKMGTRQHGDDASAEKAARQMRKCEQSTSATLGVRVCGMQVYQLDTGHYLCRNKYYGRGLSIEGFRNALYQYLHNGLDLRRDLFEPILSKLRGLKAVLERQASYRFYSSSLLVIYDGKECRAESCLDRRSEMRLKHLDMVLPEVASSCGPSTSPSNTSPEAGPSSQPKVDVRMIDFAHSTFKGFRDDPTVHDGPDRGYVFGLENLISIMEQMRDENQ
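ADP-Glo luminescence measures ADP made by human IP6K1 during a 2 h RT reaction with ATP/IP6 (mix at 1.3 mM/130 uM); top library doses 57.5 and 19.1 uM final.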
* hit, by the source's call; i = inactive; ? = inconclusive; / = no result given; [ ] = another dose, or the depositor's remark. Unless noted, the call rests on the fitted dose curve; in most records, active means well fitted curve in the direction sought with a large enough effect; inconclusive means small, poorly fitted or top-dose-only effect, or another doubt; inactive means no such curve, though single readings can be large; an effect the other way counts as inactive or inconclusive. Unless noted, on the % scale 0 is the no-effect control and ±100 the full control effect.

entry	Structure	HEK293 viab	3T3 cytotox	HEK293 tox	SNCA expr inhib	Luciferase inh	GPT2 inh	IP6K1 inh
1	COc1ccc(CCc2nc3nccc(-c4cccc(OC)c4)n3n2)cc1	2%	?	?	-24%	-12%	?	1
2	C[S+](=O)([O-])N1CC2(CCN(Cc3c[nH]c4ccccc34)CC2)Cc2ccccc21	-10%	25µM*	45µM*	-13%	/	2%	-2
3	Cn1c(=O)n(C)c2cc(S(=O)(=O)N[C@@H]3CCOC[C@H]3O)ccc21	1%	5%	3%	-17%	6%	4%	-6
4	CNC(=O)c1cc(C2CC2)nc2c1c(C1CCN(C(=O)NC(C)C)C1)nn2C (stereo not given)	/	-13%	i	/	/	/	4
5	CCC(C)N1CCN(C(=O)CCc2ccc3c(c2)CN(C(=O)C2CC2)CCO3)CC1 (stereo not given)	-12%[12.5 µM]	?	?	50%[activator]	-8%	i	-10
6	COc1c(Cl)cc(Cl)cc1/C=C(\C#N)c1nc(-c2ccc(Cl)cc2)cs1	-13%	/	/	44%[activator]	/	/	7
7	O=C(c1ccc(Cl)nc1)N1CCN(c2ccnc3ccnn23)CC1	3%	-1%	-10%	2%	/	i	-13
8	N#Cc1cccc(C(=O)N2C[C@@H](Oc3cccnc3)C[C@H]2C(=O)NC2CC2)c1	7%	-12%	1%	-1%	/	-4%	17
9	CCN1CCN(C(c2ccc(OC)cc2)c2c(O)cc(C)n(CCOC)c2=O)CC1 (stereo not given)	-4%	/	/	-20%	/	/	-5
10	CCCN(CC1CCOC1)S(=O)(=O)c1ccccc1CC (stereo not given)	-6%	0%	-21%	?	-1%	i	14
11	CCn1c(C)c(C)c2cc(C(=O)NCc3ccc(OC(C)C)cc3)ccc21	1%	/	/	40%[activator]	/	/	-3
12	COCCC(=O)N1CCC2(CC1)N(Cc1cccc(F)c1)C(=O)CS2=O (stereo not given)	11%	-8%	0%	-15%	/	-1%	-2
13	Cn1c(C(=O)N2CCc3c(n(CCOc4ccccc4)n(-c4ccccc4)c3=O)C2)cc2ccccc21	?	?	?	12%	-2%	-20%	13
14	O=C(c1ccc(Cl)cc1)N1CC2(CCN(Cc3cccnc3)CC2)Cc2ccccc21	3%	-4%	0%	3%	/	i	-10
15	CC(C)c1ccc(OC(=O)c2cc(-c3ccc(Cl)cc3)on2)cc1	12%	/	/	6%	/	/	-1

Next results follow:
entry	Structure	HEK293 viab	3T3 cytotox	HEK293 tox	SNCA expr inhib	Luciferase inh	GPT2 inh	IP6K1 inh
16	COCCC(=O)N1CCC(C2CCN(C(C)=O)CC2)C1 (stereo not given)	-7%[12.5 µM]	-5%	0%	-5%	1%	i	2
17	COc1cccc(C(=O)Nc2ccc3nc(SCc4ccc(C)cc4)sc3c2)c1	7%	/	/	33%[activator]	/	/	-3
18	O=C(c1ccc(C(F)(F)F)cc1)N1CCn2c(nnc2-c2cccnc2)C1	9%	i	i	32%[activator]	/	3%	-5
19	NC(=O)[C@@H](Cc1c[nH]c2ccccc12)NC(=O)[C@@H]1CN(C(=O)Nc2ccccc2)CCN1C(=O)C1CCCCC1	-2%	-14%	-16%	-12%	6%	-8%	-3
20	CCN(CC)CC(=O)N1CCCC(N2CCN(c3ccc(F)cc3)CC2)C1 (stereo not given)	-3%	i	2%	?	2%	5%	-1
21	CCN(CC)CCN(C(=O)c1ccco1)c1nc2c(C)c(C)ccc2s1	-6%	/	/	36%[activator]	/	/	9
22	O=C(Nc1cccc2cccnc12)c1ccccc1[N+](=O)[O-]	-12%	/	/	?	/	/	26
23	Cc1cc(F)ccc1NC(=O)c1ccc2nc(Cc3ccccc3)oc2c1	-7%	/	/	?	/	/	11
24	Cc1noc(-c2cccc(OC3CN(C(=O)NCC(C)C)C3)c2)n1	0%	-15%	-17%	1%	-7%	i	8
25	COc1ccc(N2CCN(C3CCCN(CC(N)=O)C3)CC2)cc1 (stereo not given)	-9%	-16%	-1%	-8%	3%	?	9
26	N=c1nc2n(cc1F)C1OC(CO)C(O)C1O2 (stereo not given)	-18%	/	/	/	/	-27%	6
27	COc1ccccc1-c1ccc(CN2CCC(NC(=O)Cc3ccccn3)C2)cc1 (stereo not given)	-3%[12.5 µM]	?	?	-13%	/	i	9
28	COc1cccc(-n2c(SCC(=O)Nc3cc(C)ccc3C)nc3c(oc4ccccc43)c2=O)c1	-19%	/	/	-6%	/	/	9
29	COc1cc2c(cc1OC)C(CNC(=O)c1ccc(C)cc1)N(C(=O)Nc1ccccc1F)CC2 (stereo not given)	-14%	-9%	?	-16%	-5%	i	5
30	O=C(Nc1ccc2c(c1)C(=O)N1CCC[C@H]1C(=O)N2)c1cc(-c2ccc3c(c2)CCO3)n[nH]1	6%	0%	0%	-4%	-7%	i	-4

The list goes on:
entry	Structure	HEK293 viab	3T3 cytotox	HEK293 tox	SNCA expr inhib	Luciferase inh	GPT2 inh	IP6K1 inh
31	CCCc1noc(-c2ccn3c(CNC(=O)c4ccc(CC)cc4)nnc3c2)n1	9%	-23%	-2%	42%[activator]	-6%	3%	40
32	COCc1cc(C)nc2sc3c(=O)n(-c4cc(C)ccc4C)nnc3c12	2%	/	/	28%	/	/	-11
33	O=C(CN1C(=O)NC(c2ccccc2Cl)C2=C1COC2=O)Nc1ccc(F)c(F)c1 (stereo not given)	2%	?	-32%	6%	-25%	-5%	-2
34	Cc1ccccc1NC(=O)CN1C(=O)NC(c2ccccc2Cl)C2=C1COC2=O (stereo not given)	11%	3%	0%	-3%	-3%	i	16
35	Cc1ccc(C(=O)Nc2nc(-c3nnn(-c4cccc(C(F)(F)F)c4)c3C)ns2)cc1	12%	/	/	?	/	/	10
36	CCN(C(=O)c1cc(S(=O)(=O)N2CCc3ccccc32)cn1C)c1cccc(C)c1	-21%	/	/	?	/	/	48
37	Cc1ccccc1S(=O)(=O)NCC1Cn2cccc2C(=O)N1C (stereo not given)	0%	?	?	34%[activator]	0%	-2%	-7
38	CSc1ccc(-c2cccc(CN3CCC(NC(C)=O)CC3)c2)cc1	/	?	?	/	/	/	-8
39	CC(CNC(=O)c1sc2ncccc2c1-n1cccc1)c1ccccc1 (stereo not given)	0%	/	/	?	/	/	8
40	O=C(c1ccc(F)cc1)N1Cc2[nH]cnc2C[C@H]1c1nc(-c2ccc(Cl)cc2)no1	-3%[87.6 µM]	?	?	2%[87.6 µM]	-9%[172 µM]	1%[88.5 µM]	-39*
41	Cc1cc(N2CCN(Cc3nc(-c4cccc(Cl)c4)no3)CC2)cc(C)n1	-2%	22µM*	40µM*	-27%	4%	i	2
42	COc1ccc(Cl)cc1C(=O)NC1CCN(c2cc(-c3cccs3)[nH]n2)C1 (stereo not given)	-5%	?	?	-14%	13%	?	2
43	O=C1CC2(CCN(Cc3ccc(C(F)(F)F)cc3)CC2)Oc2ccccc21	-19%	?	25µM*	-25%	-4%	i	18
44	O=C(CC1CCN(C(=O)c2cc(F)ccc2F)C1)NC1CC1 (stereo not given)	0%[12.5 µM]	i	2%	-3%	-8%	i	7
45	Cc1nc(N2CCCCC2)n(CC(=O)Nc2cccc(F)c2)c(=O)c1C	-9%	-17%	-18%	-18%	15%	i	15

(list continues)
entry	Structure	HEK293 viab	3T3 cytotox	HEK293 tox	SNCA expr inhib	Luciferase inh	GPT2 inh	IP6K1 inh
46	CC(=O)N1CC2(CCN(Cc3cnc(N)nc3)CC2)CC1C(=O)O (stereo not given)	-6%	-15%	4%	1%	0%	?	8
47	Cc1ccc(N2CCC(NC(=O)c3ccccc3C)C2=O)cc1 (stereo not given)	7%	-5%	-8%	-2%	-1%	3%	-7
48	CS(=O)(=O)c1cnc(NCCN2CCOCC2)nc1C1CCCNC1 (stereo not given)	1%	-2%	i	-30%	8%	-6%	-9
49	COc1ccc(CN2CCOC[C@H]2c2ncc(-c3ccc(OC)cc3)[nH]2)cc1	3%[87.6 µM]	?	89µM*	-20%[87.6 µM]	10%[172 µM]	?	-1
50	CN(C)Cc1nnc(C2CC(NC(=O)c3conc3-c3ccccc3)C2)n1C (stereo not given)	2%	i	i	-9%	-7%	i	-2
51	O=C(NCc1ccc(F)cc1)c1cn2cc(-c3cccc(C(F)(F)F)c3)sc2n1	-18%	?	-24%	12%	/	i	11
52	O=C(c1ccccc1)N1CCCC2(CN[S+](=O)([O-])c3cccnc3N2)C1 (stereo not given)	/	4%	?	/	/	/	-3
53	N#Cc1ccc(CN2CCC[C@H]2C(=O)N2CCCCCCNC(=O)CC2)cc1	?	-15%	-7%	-19%	-13%	-18%	-4
54	Cc1nn(-c2ccccc2)c(C)c1Cc1nc(C(C)C)no1	0%	-19%	-23%	-7%	2%	i	11
55	CCN(CC)C(=O)C(NC(=O)c1ccc(OC)cc1)C1CCN(C(=O)c2ccc(F)cc2)CC1 (stereo not given)	-1%	-6%	-3%	10%	-4%	-8%	-7
56	O=C(C1CC1)N1CCC(OCCOc2cccnc2)CC1	1%[12.5 µM]	0%	2%	-20%	-4%	i	-5
57	CCn1nc(C)c(-c2cc(C(=O)N3CCCCCCNC(=O)[C@@H]4CCCC[C@@H]43)no2)c1C	4%	-27%	?	19%	-1%	i	6

Molecules from the list above that contain an aryl methoxy group (11):
entry	Structure	HEK293 viab	3T3 cytotox	HEK293 tox	SNCA expr inhib	Luciferase inh	GPT2 inh	IP6K1 inh
1	COc1ccc(CCc2nc3nccc(-c4cccc(OC)c4)n3n2)cc1	2%	?	?	-24%	-12%	?	1
6	COc1c(Cl)cc(Cl)cc1/C=C(\C#N)c1nc(-c2ccc(Cl)cc2)cs1	-13%	/	/	44%[activator]	/	/	7
9	CCN1CCN(C(c2ccc(OC)cc2)c2c(O)cc(C)n(CCOC)c2=O)CC1 (stereo not given)	-4%	/	/	-20%	/	/	-5
17	COc1cccc(C(=O)Nc2ccc3nc(SCc4ccc(C)cc4)sc3c2)c1	7%	/	/	33%[activator]	/	/	-3
25	COc1ccc(N2CCN(C3CCCN(CC(N)=O)C3)CC2)cc1 (stereo not given)	-9%	-16%	-1%	-8%	3%	?	9
27	COc1ccccc1-c1ccc(CN2CCC(NC(=O)Cc3ccccn3)C2)cc1 (stereo not given)	-3%[12.5 µM]	?	?	-13%	/	i	9
28	COc1cccc(-n2c(SCC(=O)Nc3cc(C)ccc3C)nc3c(oc4ccccc43)c2=O)c1	-19%	/	/	-6%	/	/	9
29	COc1cc2c(cc1OC)C(CNC(=O)c1ccc(C)cc1)N(C(=O)Nc1ccccc1F)CC2 (stereo not given)	-14%	-9%	?	-16%	-5%	i	5
42	COc1ccc(Cl)cc1C(=O)NC1CCN(c2cc(-c3cccs3)[nH]n2)C1 (stereo not given)	-5%	?	?	-14%	13%	?	2
49	COc1ccc(CN2CCOC[C@H]2c2ncc(-c3ccc(OC)cc3)[nH]2)cc1	3%[87.6 µM]	?	89µM*	-20%[87.6 µM]	10%[172 µM]	?	-1
55	CCN(CC)C(=O)C(NC(=O)c1ccc(OC)cc1)C1CCN(C(=O)c2ccc(F)cc2)CC1 (stereo not given)	-1%	-6%	-3%	10%	-4%	-8%	-7

Not all compounds are listed; the hit share may differ from the screen's.
